Screens deposited in PubChem by National Center for Advancing Translational Sciences (NCATS).
GLS inh – blocks human kidney-isoform glutaminase activity | O94925 | 0.21% of 410,000 active | Potency, µM (series often up to 45.5 µM), inactives show at the top dose activity change, negative = inhibition, usual class: inhibitors | GLS enzymatic activity, qHTS titration; also: potency is read from the fitted curve at half-maximal effect; % is scaled to controls: 0 for no effect and ±100 for the full control effect
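Glutamate formation by hKGA was monitored fluorometrically using coupled glutamate oxidase, HRP and Amplex Red. Substrate was added as 1 mM L-glutamine solution; incubation was 30 min at RT after an initial read.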
POLH inh – blocks human DNA polymerase eta activity; AID 588591; recombinant Pol eta, fluorescent DNA replication assay; 1.2% of 390,000 active; Q9Y253; Potency, µM (series often up to 114 µM), inactives show top-dose activity change, negative = inhibition, actives largely listed as inhibitors; also: potency is read from the fitted curve at half-maximal effect; % is scaled to controls: 0 for no effect and ±100 for the full control effect
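Pol eta (10 nM) was preincubated with compounds for 15 min at room temperature, after which fluorescent replication substrate (50 nM final) was added to start the reaction. Fluorescence was read kinetically at 0 and 10 min.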
JMJD2A Tudor inh – JMJD2A Tudor domain (human) inhibition | O75164 | AlphaScreen JMJD2A-Tudor / H3K4me3 peptide binding | Potency, µM (titrated, usually from 114 µM), without a hit: at the top dose activity change, negative = inhibition, most hits filed as inhibitors | 4.4% of 390,000 active; also: potency is read from the fitted curve at half-maximal effect; % is scaled to controls: 0 for no effect and ±100 for the full control effect; nearly all actives have a fitted effect of over 50% in size
HP1b binding inh – blocks HP1-beta chromodomain binding to methylated histone tails; AlphaScreen HP1-beta / biotin-H3K9me3 peptide binding; 0.56% of 390,000 active; Potency, µM (highest dose often 114 µM), for the others: at the highest dose activity change, negative = inhibition, actives largely listed as inhibitors; P83916; also: potency is read from the fitted curve at half-maximal effect; nearly all actives have a fitted effect of over 70% in size; inactives centre near 23
Target sequence (P83916 whole entry, looked up): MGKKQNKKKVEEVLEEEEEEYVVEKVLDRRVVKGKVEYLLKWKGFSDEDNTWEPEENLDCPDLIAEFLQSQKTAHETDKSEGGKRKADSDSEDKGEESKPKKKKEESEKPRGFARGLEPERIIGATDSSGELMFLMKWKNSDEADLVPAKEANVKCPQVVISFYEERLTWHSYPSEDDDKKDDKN
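Compound inhibition of the preformed complex between 50 nM HP1-beta and 50 nM biotinylated H3K9me3 peptide was read by AlphaScreen. Buffer was PBS pH 7.4 with 0.01% Tween-20. Incubations ran 30 min at room temperature, with 10 ug/mL donor/acceptor beads.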
BAZ2B block – blocks human BAZ2B | AlphaScreen BAZ2B-H3K14Ac peptide displacement | 4.4% of 360,000 active | Potency, µM (highest dose often 114 µM), for inactives: at the highest dose activity change, negative = inhibition, usual class: inhibitors | AID 504333 | Q9UIF8; also: potency is read from the fitted curve at half-maximal effect; % is scaled to controls: 0 for no effect and ±100 for the full control effect; nearly all actives have a fitted effect of over 60% in size
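Protein-peptide AlphaScreen: BAZ2B 50 nM, b-H3K14Ac 50 nM, 1x PBS pH 7.4 + 0.01% Tween-20. Preincubation 30 min RT; cpd 30 min RT (top 110 uM); beads 20 min RT, light-protected.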
Pin1 inhibitor – inhibitors of human Pin1 | Q13526 | Pin1 FP peptide displacement, HiFluor488, 10 min | Potency, µM (series often up to 115 µM), for the others: top-dose activity, negative = inhibition, most hits filed as inhibitors | 0.009% of 390,000 active | AID 504891; active = well fitted inhibition curve with a large enough effect in the polarisation, with a control signal flat, not every such curve was filed as active; inconclusive = small, poorly fitted or top-dose-only effect, or effect the other way, or a change in a side signal; inactive = no such curve, though single readings can be large or run the other way; the % refers to the polarisation; also: potency is read from the fitted curve at half-maximal effect; % is scaled to controls: 0 for no effect and ±100 for the full control effect
Target sequence (Q13526 whole entry, looked up): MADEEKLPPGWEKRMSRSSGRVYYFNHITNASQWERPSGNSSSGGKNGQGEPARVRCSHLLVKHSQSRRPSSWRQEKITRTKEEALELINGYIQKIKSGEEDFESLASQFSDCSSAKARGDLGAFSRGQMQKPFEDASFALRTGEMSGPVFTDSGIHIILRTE
PI4K2A inh – PI4K2A (human) kinase inhibition. activity change, negative = inhibition, % at 76.9 µM. Q9BTU6. purified PI4K2A, ADP-Glo luminescence, 1 h; stronger effect = lower value. 0.13% of 420,000 active; in the data active = activity change below about -50%; inconclusive = mostly about -30% to -49%;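 also: -100% = wells without enzyme as full effect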
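PI4K2A activity was measured by ADP-Glo luminescence: enzyme (4 ug/mL stock) and phosphatidylinositol (1.2 mM stock) in Tris pH 7.5/MgCl2/EGTA/Triton X-100 buffer were reacted with ATP (300 microM stock) for one hour at ambient temperature.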
G9a inh – G9a (human) methyltransferase inhibition | G9a H3K9 monomethylation, AlphaScreen, 2 h | Potency, µM (doses to about 102 µM), inactives show at the top dose activity, negative = inhibition, actives largely listed as inhibitors | 8.8% of 350,000 active | AID 504332; also: potency is read from the fitted curve at half-maximal effect; % is scaled to controls: 0 for no effect and ±100 for the full control effect; nearly all actives have a fitted effect of over 75% in size
Target sequence (Q96KQ7 913-1193 limits assumed): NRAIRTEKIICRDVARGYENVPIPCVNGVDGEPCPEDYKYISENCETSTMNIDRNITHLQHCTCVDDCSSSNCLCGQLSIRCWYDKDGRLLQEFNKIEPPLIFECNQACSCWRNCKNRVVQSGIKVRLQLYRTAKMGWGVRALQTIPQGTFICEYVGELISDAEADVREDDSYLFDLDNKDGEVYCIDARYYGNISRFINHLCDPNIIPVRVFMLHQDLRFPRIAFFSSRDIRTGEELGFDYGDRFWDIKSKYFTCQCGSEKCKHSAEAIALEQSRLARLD
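Chemiluminescent proximity detection of H3K9 monomethylation, read after 10 min bead incubation in the dark. Reaction: 20 nM G9a, 500 nM biotin-H3K9 peptide, 20 uM SAM cofactor, 2 h, room temperature, following 15 min enzyme-compound preincubation.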
Tb PGK inh – blocks T. brucei phosphoglycerate kinase. P07378. Potency, µM (titrated, usually from 57.5 µM), for the others: at the top dose activity change, negative = inhibition, most hits filed as inhibitors. 0.043% of 380,000 active. PGK/GAPDH coupled, Kinase-Glo luminescence, 60 min; also: potency is read from the fitted curve at half-maximal effect; % is scaled to controls: 0 for no effect and ±100 for the full control effect; nearly all actives have a fitted effect of over 60% in size
Target sequence (P07378 whole entry, looked up): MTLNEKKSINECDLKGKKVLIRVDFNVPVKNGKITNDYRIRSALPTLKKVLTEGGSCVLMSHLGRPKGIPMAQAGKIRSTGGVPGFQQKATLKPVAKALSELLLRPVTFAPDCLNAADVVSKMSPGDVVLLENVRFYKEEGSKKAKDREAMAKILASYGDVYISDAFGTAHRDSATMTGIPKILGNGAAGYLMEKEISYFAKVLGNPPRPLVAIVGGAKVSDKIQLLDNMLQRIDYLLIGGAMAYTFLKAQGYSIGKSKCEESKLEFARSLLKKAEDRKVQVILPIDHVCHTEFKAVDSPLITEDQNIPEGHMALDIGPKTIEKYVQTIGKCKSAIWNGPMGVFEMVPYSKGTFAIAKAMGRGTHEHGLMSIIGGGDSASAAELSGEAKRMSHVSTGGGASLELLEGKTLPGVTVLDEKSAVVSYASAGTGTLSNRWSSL
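Luminescent ATP detection (Kinase-Glo Plus) follows a 60-minute room-temperature incubation, with wells lacking PGK as controls. Buffer: 100 mM TEA (pH 7.6), 5 mM MgCl2, 0.01% Tween-20. Coupling enzyme GAPDH (100 nM final) supplies unstable 1,3-BPG in-well.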
* marks the source's active call; other numbers are inactive results; [ ] = remark or other dose. Unless noted, calls follow the shape of the dose curve; as a rule, active = well fitted curve in the direction sought with a large enough effect; inconclusive = small, poorly fitted or top-dose-only effect, or another doubt; inactive = no such curve, though single readings can be large; an effect the other way counts as inactive or inconclusive. Not all compounds are listed, so the mix of outcomes need not match the whole.

O=C(NCCN1CCCC1)c1ccc2c(c1)N(Cc1cccc(Cl)c1)C(=O)c1ccccc1S2(=O)=O was read as GLS inh 6.9%, POLH inh -9.9%, JMJD2A Tudor inh -30.2%, HP1b binding inh 15.4%, BAZ2B block -11.4%, Pin1 inhibitor 7.3%, PI4K2A inh -1.8, G9a inh 10.1%[0.0925 µM] and Tb PGK inh 4.7%.
For COc1cc(N/C(=N/S(=O)(=O)c2ccccc2)c2ccccc2)ncn1 the results were GLS inh 15.1%, POLH inh 6.1%, JMJD2A Tudor inh -16.4%, HP1b binding inh 16.1%, BAZ2B block -2.2%, Pin1 inhibitor -2.2%, PI4K2A inh -3.8, G9a inh -1.8%[59 µM] and Tb PGK inh inactive.
Screening Cc1cccc(C(=O)Nc2ccc(C(=O)N/N=C/c3cccnc3)cc2)c1 returned GLS inh -4.6%, POLH inh -14.1%, JMJD2A Tudor inh -12.3%, HP1b binding inh -20.6%, BAZ2B block 3.3%, Pin1 inhibitor 0.8%, PI4K2A inh 2.9, G9a inh -6.2% and Tb PGK inh -4.0%.
`O=C(NC1CC1)C1=C[C@@H](c2csc3ccccc23)C[C@@H](OCCCCO)O1` gave GLS inh 4.7%, POLH inh -22.4%, JMJD2A Tudor inh -9.9%, HP1b binding inh 41.0%[activator], BAZ2B block -0.7%, Pin1 inhibitor 7.2%, PI4K2A inh -4.4, G9a inh 19.3%[59 µM] and Tb PGK inh -3.8%.
Screening Cc1cccc(CN2CCc3c(OCC(=O)NCc4ccco4)cccc3C2=O)c1 returned GLS inh 0.1%, POLH inh inconclusive, JMJD2A Tudor inh -33.8%, HP1b binding inh 1.5%, BAZ2B block inconclusive, Pin1 inhibitor -0.6%, PI4K2A inh -5.2, G9a inh inconclusive and Tb PGK inh -2.9%.
Screening CCOc1ccc(-c2cc(C(=O)NCCCN3CCOCC3)c3ccccc3n2)cc1 returned GLS inh -10.1%, POLH inh -4.0%, JMJD2A Tudor inh -4.2%, HP1b binding inh 10.3%, BAZ2B block -5.7%, Pin1 inhibitor 2.8%, PI4K2A inh 8.5, G9a inh 10.9% and Tb PGK inh -1.4%.
`COc1ccc(C(=O)OCCN2CCN(C3=NS(=O)(=O)c4ccccc43)CC2)cc1OC` gave GLS inh -3.7%, POLH inh -3.2%, JMJD2A Tudor inh 7.7%, HP1b binding inh 41.2%[activator], BAZ2B block -17.1%, Pin1 inhibitor 1.1%, PI4K2A inh 1.6, G9a inh 0.7% and Tb PGK inh 8.0%.
Screening O=C(COc1ccc(Br)cc1Cl)NC1CCCCC1 returned GLS inh 5.1%, POLH inh -11.3%, JMJD2A Tudor inh -15.5%, HP1b binding inh 20.7%, BAZ2B block 16.1%, Pin1 inhibitor 7.9%, PI4K2A inh 3.7, G9a inh 17.3%[59 µM] and Tb PGK inh -5.0%.
For COc1ccc(Br)cc1Cn1nnc(C(=O)Nc2cccc(SC)c2)c1N the results were GLS inh -1.4%, POLH inh -5.2%, JMJD2A Tudor inh -15.5%, HP1b binding inh 21.6%, BAZ2B block -23.4%, Pin1 inhibitor 19.9%, PI4K2A inh 0.1, G9a inh -5.8%[59 µM] and Tb PGK inh 2.2%.
Cc1cc2c(cc1NS(=O)(=O)c1cccc(C#N)c1)n(C)c(=O)c(=O)n2C was read as GLS inh 9.5%, POLH inh -22.5%, JMJD2A Tudor inh -8.0%, HP1b binding inh 61.6%[activator], BAZ2B block -15.6%, Pin1 inhibitor 1.8%, PI4K2A inh -5.4, G9a inh 10µM* and Tb PGK inh -8.8%.
For COc1ccc(CNC(=O)C(C(C)C)N2Cc3ccccc3C2=O)cc1 (stereo not drawn) the results were GLS inh -6.2%, POLH inh -14.4%, JMJD2A Tudor inh -14.5%, HP1b binding inh 26.5%, BAZ2B block -5.0%, Pin1 inhibitor 0.2%, PI4K2A inh 3.5, G9a inh -6.3%[59 µM] and Tb PGK inh -1.1%.
Screening CCOc1ccccc1NS(=O)(=O)c1ccc2c(c1)CC(C)N2C(=O)C1CC1 (stereo not drawn) returned GLS inh -1.7%, POLH inh -16.0%, JMJD2A Tudor inh -0.7%, HP1b binding inh 37.5%, BAZ2B block -13.8%, Pin1 inhibitor -5.2%, PI4K2A inh 0.2, G9a inh 3.5%[59 µM] and Tb PGK inh -1.2%.
For C/C(Cn1nnc2ccccc21)=N\NC(=O)c1cccc(Br)c1 the results were GLS inh -7.5%, POLH inh -11.6%, JMJD2A Tudor inh -11.8%, HP1b binding inh 20.2%, BAZ2B block 4.1%, Pin1 inhibitor -0.6%, PI4K2A inh 2.5, G9a inh 26.0%[59 µM] and Tb PGK inh inactive.
`N#Cc1ccsc1NC(=O)COC(=O)c1ccc(NC(N)=O)cc1` gave GLS inh -1.7%, POLH inh -1.0%, JMJD2A Tudor inh -17.9%, HP1b binding inh 19.6%, BAZ2B block -28.4%, Pin1 inhibitor inconclusive, PI4K2A inh -9.3, G9a inh -31.9% and Tb PGK inh -4.2%.
C=C(C)CN1C(=O)C2(OCCO2)c2cc(Br)ccc21 was read as GLS inh 17.9%, POLH inh -20.3%, JMJD2A Tudor inh 6.6%, HP1b binding inh 31.6%[activator], Pin1 inhibitor -4.1%, PI4K2A inh 2.3 and Tb PGK inh inactive.
For COc1cc(NC(=O)Cn2cnc3ccccc3c2=O)c(OC)cc1Cl the results were GLS inh -5.2%, POLH inh -5.3%, JMJD2A Tudor inh -2.0%, HP1b binding inh 47.5%[activator], BAZ2B block -10.2%, Pin1 inhibitor 23.6%, PI4K2A inh -6.7, G9a inh -7.4% and Tb PGK inh inactive.
`COc1ccc(N(C(=O)C(C)C)S(=O)(=O)c2ccc(Cl)cc2)cc1` gave GLS inh -16.7%, POLH inh -6.0%, JMJD2A Tudor inh 9.0%, HP1b binding inh 30.3%[activator], BAZ2B block 5.2%, Pin1 inhibitor -9.1%, PI4K2A inh 5.5, G9a inh 11.1% and Tb PGK inh inactive.
For Cc1cc(Oc2ccc3ccccc3c2)nc(SCC(=O)c2ccccc2)n1 the results were GLS inh -9.4%, POLH inh -21.7%, JMJD2A Tudor inh 14.3%, HP1b binding inh 48.9%[activator], BAZ2B block 2.6%, Pin1 inhibitor 0.9%, PI4K2A inh 3.2, G9a inh 29.6%[59 µM] and Tb PGK inh inactive.
Screening CCCCCCNC(=O)O[C@@]12CN(S(=O)(=O)c3ccc(C)cc3)C[C@]1(O)Cn1c(=O)n(CCCCCC)c(=O)n1C2 returned GLS inh -2.4%, POLH inh -17.5%, PI4K2A inh -7.1 and Tb PGK inh 4.3%.
For COc1cc(CNC(=O)c2cnc(C)cn2)cc(OC)c1 the results were GLS inh 3.5%, POLH inh 11.2%, JMJD2A Tudor inh -0.4%, HP1b binding inh 14.2%, BAZ2B block 2.9%, Pin1 inhibitor -0.3%, PI4K2A inh -0.8 and Tb PGK inh -5.8%.
CC(C)(C)NC(=O)CCN(/N=C/c1ccccc1)C1=NS(=O)(=O)c2ccccc21 was read as GLS inh 10.9%, POLH inh -16.4%, JMJD2A Tudor inh -17.5%, HP1b binding inh 10.4%, BAZ2B block -16.8%, Pin1 inhibitor -0.3%, PI4K2A inh 3.6, G9a inh 6.8% and Tb PGK inh -9.2%.
Screening COc1ccc(-c2nc3scc(-c4ccc(OC)c(OC)c4)c3c(=O)o2)cc1 returned GLS inh -20.0%, POLH inh 6.2%, JMJD2A Tudor inh inconclusive, HP1b binding inh 28.7%, BAZ2B block 2.3%, Pin1 inhibitor inconclusive, PI4K2A inh -1.1 and G9a inh -11.8%.
For COc1cc(OC)cc(C(=O)Nc2cc(-c3nc4cc(Cl)ccc4o3)ccc2Cl)c1 the results were GLS inh -8.8%, POLH inh 4.0%, JMJD2A Tudor inh -10.8%, HP1b binding inh 13.4%, BAZ2B block -9.9%, Pin1 inhibitor -0.6%, PI4K2A inh -0.6, G9a inh -4.5%[59 µM] and Tb PGK inh -1.6%.
For COc1cc(SC)ccc1C(=O)OC1CCOC1=O (stereo not drawn) the results were GLS inh 2.5%, POLH inh 3.1%, JMJD2A Tudor inh -6.9%[57.1 µM], HP1b binding inh 46.7%[activator], BAZ2B block -0.9%, Pin1 inhibitor -0.7%, PI4K2A inh -0.6, G9a inh -7.2% and Tb PGK inh 3.1%.
Screening CCOC(=O)C1CCN(C(=O)CN(c2ccc(OC)c(OC)c2)S(=O)(=O)c2ccccc2)CC1 returned GLS inh 11.0%, POLH inh -14.9%, JMJD2A Tudor inh -10.3%, HP1b binding inh 22.6%, BAZ2B block 0.7%, Pin1 inhibitor -3.6%, PI4K2A inh 0.6, G9a inh 4.5%[12.7 µM] and Tb PGK inh -5.1%.
For N#C/C(=C(/O)CN1CCN(c2ccccc2F)CC1)c1nc(-c2ccccc2)cs1 the results were GLS inh 11.2%, POLH inh -14.3%, JMJD2A Tudor inh -21.6%, HP1b binding inh 14.8%, BAZ2B block -23.6%, Pin1 inhibitor 3.6%, PI4K2A inh -4.7, G9a inh 0.9%[12.7 µM] and Tb PGK inh -7.7%.
Screening COc1ccc(CNC(=O)COC(=O)CC(NC(N)=O)c2ccc(Cl)cc2)cc1OC (stereo not drawn) returned GLS inh 2.9%, POLH inh -23.9%, JMJD2A Tudor inh -11.1%, HP1b binding inh 38.4%[activator], BAZ2B block 3.6%, Pin1 inhibitor -3.4%, PI4K2A inh 1.3, G9a inh 18.7%[2.33 µM] and Tb PGK inh -2.0%.
Screening Nc1ccc2oc(C3CCCCC3)nc2c1 returned GLS inh 4.4%, POLH inh -11.0%, JMJD2A Tudor inh -9.0%, HP1b binding inh 9.0%, BAZ2B block -24.4%, Pin1 inhibitor -3.1%, PI4K2A inh -2.7, G9a inh -2.2% and Tb PGK inh inactive.
